Screening results deposited in PubChem by National Center for Advancing Translational Sciences (NCATS).
EPAC2 agonist: EPAC2 (human) agonism; Q8WZA2; EPAC2 activation, biochemical qHTS; response scale: 100% = 6.5 mM cAMP response; Potency, µM (highest dose often 154 µM), inactives show at the highest dose activation, most hits filed as activators; 360,000 compounds, 0.079% hits; AID 720711; also: potency is read from the fitted curve at half-maximal effect; nearly all actives have a fitted effect of over 50% in size
Target sequence (Q8WZA2 whole entry, looked up): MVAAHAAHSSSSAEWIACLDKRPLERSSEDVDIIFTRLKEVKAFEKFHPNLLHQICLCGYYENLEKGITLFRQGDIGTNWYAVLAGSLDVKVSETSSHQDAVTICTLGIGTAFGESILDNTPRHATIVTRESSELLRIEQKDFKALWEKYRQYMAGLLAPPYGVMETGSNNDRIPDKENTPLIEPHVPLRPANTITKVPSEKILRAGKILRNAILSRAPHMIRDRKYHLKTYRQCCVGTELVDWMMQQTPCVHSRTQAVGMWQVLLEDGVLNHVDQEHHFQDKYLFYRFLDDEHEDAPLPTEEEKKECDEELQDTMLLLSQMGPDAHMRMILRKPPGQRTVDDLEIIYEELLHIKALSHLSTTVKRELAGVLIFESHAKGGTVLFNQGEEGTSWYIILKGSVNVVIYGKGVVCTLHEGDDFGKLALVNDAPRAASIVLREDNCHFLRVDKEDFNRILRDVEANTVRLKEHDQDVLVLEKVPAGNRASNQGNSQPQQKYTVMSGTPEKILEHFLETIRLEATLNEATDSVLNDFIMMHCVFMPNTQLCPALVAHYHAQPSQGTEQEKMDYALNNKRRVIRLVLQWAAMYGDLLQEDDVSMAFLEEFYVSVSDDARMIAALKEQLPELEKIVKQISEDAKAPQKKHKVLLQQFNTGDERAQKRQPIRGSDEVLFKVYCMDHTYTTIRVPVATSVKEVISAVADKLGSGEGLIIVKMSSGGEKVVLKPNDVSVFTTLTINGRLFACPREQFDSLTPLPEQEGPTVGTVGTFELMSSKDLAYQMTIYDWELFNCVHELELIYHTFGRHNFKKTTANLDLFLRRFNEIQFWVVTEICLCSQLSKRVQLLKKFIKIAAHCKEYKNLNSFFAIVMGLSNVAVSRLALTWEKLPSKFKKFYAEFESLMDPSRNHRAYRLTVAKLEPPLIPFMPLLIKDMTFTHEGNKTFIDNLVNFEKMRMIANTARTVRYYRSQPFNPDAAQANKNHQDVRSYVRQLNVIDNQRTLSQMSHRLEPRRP
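qHTS, titration series. 100 nM EPAC2 / 250 nM Rap1B-BODIPY-GDP / 50 uM GDP; RT; ex 480/em 540 nm, 5-min reads to 30 min. Norm. to 6.5 mM cAMP = activation.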
Nrf2 ARE act: activates Nrf2 signaling; Potency, µM (doses to about 46.1 µM), for the others: at the top dose activation, usual class: activators; 410,000 compounds, 0.31% hits; AREc32 ARE-luciferase reporter (MCF7-derived line), luminescence, 24 h; also: potency is read from the fitted curve at half-maximal effect; % of control where 0% means no effect; nearly all actives have a fitted effect of over 65% in size
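Luciferase luminescence (Steady-Glo, 30 min at room temperature) served as the read-out of ARE activation in AREc32 cells treated with compounds for 24 hr at 37 deg C.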
Nrf2 block: Nrf2 pathway inhibition | A549 ARE-Fluc reporter, luciferase luminescence, 18-24 h | AID 504444 | 360,000 compounds, 2.1% hits | Potency, µM (series often up to 46 µM), for inactives: top-dose activity change, negative = inhibition, actives largely listed as inhibitors; also: potency is read from the fitted curve at half-maximal effect; % is scaled to controls: 0 for no effect and ±100 for the full control effect; nearly all actives have a fitted effect of over 60% in size
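Cells were seeded and rested 2 h, then exposed to compounds for 18-24 h. CellTiter-Fluor was read first as a viability measure. BugLite was added 15 min before the final luminescent read of ARE-luciferase activity in A549 cells.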
TGFb SMAD3 inh: TGF-b pathway inhibition; Potency, µM (doses to about 46.1 µM), for inactives: at the highest dose activity, negative = inhibition, most hits filed as inhibitors; 410,000 compounds, 1.2% hits; AID 588855; HepG2 CAGA-GFP TGF-b/SMAD3 reporter, GFP fluorescence, 18 h; TGF-beta stimulated, 500 pg/mL final; also: potency is read from the fitted curve at half-maximal effect; % is scaled to controls: 0 for no effect and ±100 for the full control effect; nearly all actives have a fitted effect of over 65% in size
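Inhibition was scored as loss of TGF-beta-induced (500 pg/mL final, 18 hours, 37 degrees C) GFP in HEPG2 cells carrying a CAGA-GFP reporter, in DMEM with 1% FBS. Well GFP was summed per cell; Activity was normalised to unstimulated and stimulated DMSO wells, then concentration-response fitting.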
EPAC2 antag: antagonists of human EPAC2 | AID 720708 | EPAC2 GEF exchange of Rap1B-BODIPY-GDP, fluorescence | Potency, µM (series often up to 114 µM), without a hit: at the highest dose activity, negative = inhibition, usual class: inhibitors | Q8WZA2 | 360,000 compounds, 0.18% hits; also: potency is read from the fitted curve at half-maximal effect; % is scaled to controls: 0 for no effect and ±100 for the full control effect; nearly all actives have a fitted effect of over 45% in size; many of its hits are not listed in these tables
A549 viability: kills or reduces viability of A549 cells in Nrf2 counter-screen. Potency, µM (series often up to 46 µM), without a hit: top-dose activity change, negative = cytotoxicity, actives largely listed as inhibitors. 390,000 compounds, 0.16% hits. A549 ARE-Fluc cells, CellTiter-Fluor viability, 18-24 h. AID 504648; also: potency is read from the fitted curve at half-maximal effect; % is scaled to controls: 0 for no effect and ±100 for the full control effect
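Cytotoxicity counterscreen: CellTiter-Fluor fluorescence was measured in A549 ARE_Fluc cells after 18-24 h of compound exposure in a concentration series. The subsequent BugLite luminescent read reports ARE-luciferase activity.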
Akt phos inh: inhibitors of Akt phosphorylation; Neuro2A IGF-stimulated pAkt S473 HTRF, 20 min; stronger effect = lower value; activity change, % for hits at 50 µM; 360,000 compounds, 0.32% hits; AID 651550; in the data active = activity change below about -80%; inconclusive = mostly about -51% to -80%; also: % is scaled to controls: 0 for no effect and ±100 for the full control effect
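Single-point screen (50 µM final compound) in Neuro2A cells stimulated 20 min with 6 nM IGF at 37 deg C. After lysis, Ser473-phosphorylated Akt read by HTRF (ex 330 nm, em 615/665 nm) as the 665/615 ratio.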
CCT modulator: modulators of cytosolic chaperonin (CCT/TRiC) activity | 360,000 compounds, 0.3% hits | purified chaperonin ATPase assay, HTRF ADP detection, 30 min | activity change, % (concentration not given with the values), hits read low; in the data active = activity change below about -30%; also: % is scaled to controls: 0 for no effect and ±100 for the full control effect
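ATPase activity: ADP formed was measured by HTRF Transcreener (665/615 nm ratio) after 30 min at 37 deg C with 10 uM ATP. Compounds screened at one 76 uM concentration against 40 or 20 nM TRiC in Tris pH 7.4/KCl/MgCl2/DTT buffer.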
MmCpn inh: inhibitors of Methanococcus maripaludis chaperonin (MmCpn); purified Mm-Cpn ATPase, ADP Transcreener TR-FRET; Potency, µM (doses to about 76.9 µM), for the others: at the highest dose activity, negative = inhibition, most hits filed as inhibitors; 330,000 compounds, 0.031% hits; AID 504842; also: potency is read from the fitted curve at half-maximal effect; % is scaled to controls: 0 for no effect and ±100 for the full control effect; nearly all actives have a fitted effect of over 80% in size
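ATP (10 uM final) was added to archaeal chaperonin (25 nM final) after 10 min exposure to test compound at 37°C; after 30 min further incubation, ADP was detected by competitive TR-FRET.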
Numbers without * were called inactive; i = inactive; ? = inconclusive; . = not tested or not shown; & = joins results of further samples; [ ] = another dose, or the depositor's remark. Unless noted, calls follow the shape of the dose curve; as a rule, active = well fitted curve in the direction sought with a large enough effect; inconclusive = small, poorly fitted or top-dose-only effect, or another doubt; inactive = no such curve, though single readings can be large; an effect the other way counts as inactive or inconclusive. Only part of the results is shown; rates above refer to the full screens.

SMILES | EPAC2 agonist | Nrf2 ARE act | Nrf2 block | TGFb SMAD3 inh | EPAC2 antag | A549 viability | Akt phos inh | CCT modulator | MmCpn inh
N#C[C@@H]1N(Cc2ccccc2)C(=O)[C@H]2CC3C=CC21O3 (stereo not given in full) | -4% | 21% | ? | -20% | 8% | 7% | i | -0.6 | -1%
Cc1cc(NCCO)nc(-n2nc(C)cc2C)n1 | 1% | -0.2% | . | -9% | 15% | -1% | i | -1.2 | -1%
COc1ccc(NC2SC(=O)N(CC(=O)O)C2=O)cc1 (stereo not given) | 3% | -0.8% | -4% | -14% | -2% | -4% | i | -2.5 | 1%
CCc1ccc(S(=O)(=O)c2nnn3c2nc(NC(C)C)c2cc(Cl)ccc23)cc1 | . | -0.7% | 10% | 28% | . | -2% | . | . | .
CCn1cc(C(=O)Nc2cccc(Cl)c2)c2cc(OC)c(OC)cc2c1=O | . | 0.7% | 6%[9.27 µM] | ? | . | 0% | . | . | .
O=S1(=O)C=C(Sc2nnc(-c3ccccc3)o2)c2ccccc21 | 6% | ? | ? | 10µM* | 0% | ? | i | 1.4 | ?
CCOC(=O)c1cnc2nc(Cc3ccccc3)[nH]n2c1=O | 4% | -0.7% | . | 5% | 2% | 9% | i | 0.3 | -2%
CC(C)(C)n1ncc2c(=O)n(Cc3cccc(Cl)c3)cnc21 | 4% | 0.6% | -18% | 0%&-20% | -14% | 4% | i | -2.6 | 1%
Cc1ccccc1-c1nnc(-c2cccs2)o1 | 12% | 11µM* | 99% | ? | -8% | 3% | i | 2.4 | 2%
Clc1cccc(Cl)c1COn1nnc2ccccc21 | 15% | ? | ? | -19% | 4% | 2% | ? | -4.6 | 0%
COc1cccc(NC(=O)N(C)C[C@H]2Oc3ncc(Br)cc3C(=O)N([C@H](C)CO)C[C@H]2C)c1 | -9% | -0.2% | . | 12% | 3% | . | i | 0.4 | .
CN(C)CCN(C(=O)c1ccc(Br)s1)c1nc2cc3c(cc2s1)OCCO3 | 11% | 5.0% | ? | 0% | 3% | 4% | i | 0.3 | -2%
C/C(=C/c1ccccc1)C(=O)N1CCN(c2ccc(F)cc2)CC1 | -4% | -0.7% | 1% | -46% | -22% | 2% | i | -3.5 | -3%
O=[N+]([O-])c1ccc(Nc2ccccc2F)nc1 | 1% | 3.7% | -15% | -3% | -4% | -7% | i | -0.9 | -1%
O=Cc1ccc(OC(=O)C2CC(=O)N(c3ccc(F)cc3)C2)cc1 (stereo not given) | -2% | 0.0% | 13% | 7% | 21% | -13% | i | 0.6 | 0%
CCc1ccccc1NC(=O)C1CCCC1 | 1% | -0.1% | 4% | 0% | 7% | -3% | i | 1.2 | .
CC(=O)Nc1ccc(S(=O)(=O)N[C@@H](C)C(=O)OCC(=O)c2ccc(C)cc2)cc1 | 2% | 0.1% | -3% | 1% | -3% | -6% | i | -1.1 | -2%
O=C1c2ccccc2C(=O)N1CC(O)COc1ccccc1Cl (stereo not given) | 1% | 2.4% | ? | -7% | 3% | 13% | i | -1.8 | 3%
CC(=O)c1ccc(NC(=S)NCc2ccco2)cc1 | 10% | 3.5% | 19% | 1% | 3% | -2% | i | -1.6 | -4%
CCN1CCCc2cc(CN(CCN3CCOCC3)C(=S)Nc3ccc(OC)cc3)ccc21 | -4% | -0.7% | 6% | -6% | 21% | 1% | i | 1.0 | -1%

Next part; it opens with the 4 that closed the last part.
SMILES | EPAC2 agonist | Nrf2 ARE act | Nrf2 block | TGFb SMAD3 inh | EPAC2 antag | A549 viability | Akt phos inh | CCT modulator | MmCpn inh
CC(=O)Nc1ccc(S(=O)(=O)N[C@@H](C)C(=O)OCC(=O)c2ccc(C)cc2)cc1 | 2% | 0.1% | -3% | 1% | -3% | -6% | i | -1.1 | -2%
O=C1c2ccccc2C(=O)N1CC(O)COc1ccccc1Cl (stereo not given) | 1% | 2.4% | ? | -7% | 3% | 13% | i | -1.8 | 3%
CC(=O)c1ccc(NC(=S)NCc2ccco2)cc1 | 10% | 3.5% | 19% | 1% | 3% | -2% | i | -1.6 | -4%
CCN1CCCc2cc(CN(CCN3CCOCC3)C(=S)Nc3ccc(OC)cc3)ccc21 | -4% | -0.7% | 6% | -6% | 21% | 1% | i | 1.0 | -1%
COc1ccc(NC(=O)CCC(=O)NCc2ccco2)c([N+](=O)[O-])c1 | 6% | 0.3% | -7% | 4% | -10% | -3% | i | -24 | 0%
CCOC(=O)N1CCN(S(=O)(=O)c2ccc(F)c(C(=O)Nc3ccc(C(C)C)cc3)c2)CC1 | -14% | 5.2% | -15% | -2% | -5% | -8% | i | -4.9 | 1%
CN(C)S(=O)(=O)c1cccc(C(=O)Nc2cc(Cl)ccc2O)c1 | 2% | 14% | . | ? | -2% | 2% | i | -0.2 | 2%
CCn1c(=O)cc(O)c2c(=O)n(C)c(=O)n(C)c21 | -7% | 0.1% | -15% | -6% | 9% | 1% | i | 0.3 | -1%
CN(Cc1ccccc1)C(=O)COC(=O)c1cc(S(=O)(=O)N(C)C)ccc1N1CCCC1 | 5% | -0.3% | 2% | 16% | 3% | -8% | i | 1.0 | 2%
NC(=O)CCCc1nc(-c2ccccc2Cl)no1 | 7% | -0.2% | 8% | -5% | 2% | 0% | i | -1.0 | 2%
O=C1CCC[C@@H]2CC(Nc3ccc(F)cc3F)C[C@@H]3CCN1[C@H]23 (stereo not given in full) | 4% | 0.3% | ? | -3% | -1% | 1% | i | -1.6 | 1%
O=c1cc(-c2ccccc2)[nH]c2nc3ccccc3n12 | -5% | 12% | ? | 1% | 7% | -8% | -107%* | 1.4 | -8%
Cc1ccc(NC(=O)c2cc(-n3cnnc3)ccc2Cl)c(C)c1 | -3% | 0.0% | 2% | -5% | 6% | -1% | i | -1.1 | 0%
CCCCCCCCCCCCCCCC[N+](C)(C)Cc1ccc(F)cc1 | -1% | -2.4% | ? | ? | -15% | -12% | i | 0.3 | .
COc1ccc(OCC(=O)N/N=C(\C)CC(=O)Nc2ccc(NC(C)=O)cc2)cc1 | 2% | 0.4% | 25% | 18% | 4% | 0% | i | -0.9 | 1%
CCOc1ccc(NC(=O)CSc2cn(CCNC(=O)c3ccccc3F)c3ccccc23)cc1 | . | -0.3% | 2% | ? | . | -1% | . | . | .
CCCOc1ccccc1C1Oc2nc(SC)nnc2-c2ccccc2N1C(C)=O (stereo not given) | . | -0.5% | -21% | -14% | . | 0% | . | . | .
C=CCN(c1ccccc1)S(=O)(=O)c1c(C)[nH]c(=O)[nH]c1=O | 14% | 0.0% | 5% | 3% | 5% | 2% | i | -2.7 | -1%
COc1ccc(CCNC(=O)c2ccc3nc4cc(Cl)ccc4c(=O)n3c2)cc1OC | 0% | -1.0% | -25% | 2% | 2% | 3% | i | 0.0 | 3%
COc1cccc(C2C(C(=O)Nc3cccnc3)=C(C)Nc3nc(SCc4ccccc4)nn32)c1 (stereo not given) | . | 0.1% | 3%[9.27 µM] | 0% | . | 3% | . | . | .
Clc1ccccn1 | 26% | -0.5% | 0% | 1% | -9% | 3% | . | -1.1 | 0%
CN=c1scc(-c2ccc([N+](=O)[O-])cc2)n1/N=C/c1ccco1 | -2% | 0.1% | ? | -17% | 3% | -16% | i | 0.0 | 0%
C=CCOC(=O)C1=C(C)Nc2nc3ccccc3n2C1c1ccncc1 (stereo not given) | 4% | 5.7% | ? | 0% | -1% | . | i | 1.1 | 1%
CCCCC(=O)Nc1ccc(C(=O)Nc2nc(CC(=O)OCC)cs2)cc1 | 0% | -0.6% | 3% | -2% | -1% | -13% | i | 1.9 | -9%
Cn1c(CNC2CCCCC2)c(C#N)c2ccccc21 | 5% | 0.1% | 20% | -6% | -1% | -1% | i | -2.4 | -3%
COC(=O)CCCNC(=O)c1ccc(S(=O)(=O)NCc2ccco2)cc1 | -3% | 0.7% | 2% | -1% | 14% | 1% | i | -0.8 | 0%
CCOC(=O)c1ccccc1NC(=O)C1CSC2(C)CCC(=O)N12 (stereo not given) | -3% | 0.2% | -4% | 0% | 0% | 0% | i | 2.2 | ?
COc1ccc(NC(=O)N(C)C[C@H]2OCc3cnnn3CCCC(=O)N([C@@H](C)CO)C[C@H]2C)cc1 | -5% | 2.2% | . | -9% | 8% | . | i | -14 | .
COc1cc(CCCN2CCNC[C@@H]2c2ccccc2)cc(OC)c1OC | 4% | 0.2% | 21% | -6% | 4% | 6% | i | -0.9 | 1%
CCOC(=O)n1c(=O)n(Cc2cccc(C)c2)c2ccccc21 | 0% | 24% | 6% | -5% | ? | -5% | i | 0.1 | 0%
COc1ccc(Cn2c(-c3ccco3)nc3oc4ccccc4c(=O)c3c2=O)cc1 | 7% | -0.2% | 5% | 1% | -3% | -1% | ? | -1.8 | -4%
CCC(C)c1ccc(NC(=O)CN(C)CC(=O)Nc2cccc(OC)c2)cc1 (stereo not given) | 0% | -0.3% | 0% | 1% | -17% | 0% | i | 1.4 | -1%
COc1ccc(CNC(=O)c2sc(=O)n(Cc3ccc(C)cc3)c2C)cc1 | 8% | 2.7% | . | -11% | ? | . | i | 1.5 | .
Cc1cc(C)cc(NC(=O)C2CCCN2S(=O)(=O)c2ccc3c(c2)CCCC(=O)N3)c1 (stereo not given) | . | 5.6% | -20% | -24% | . | -1% | . | . | .
Cc1cc(NC(=O)Nc2ccccc2)n(-c2ccccc2)n1 | 4% | 2.2% | -6% | -3% | -11% | 0% | i | -0.1 | .
CCc1ccc(NC(=O)C(=O)NCCN2CCN(S(=O)(=O)c3ccccc3)CC2)cc1 | -18% | -0.8% | -11% | -14% | -3% | -4% | i | 1.4 | 2%
